EWS-Fli block: EWS/Fli transcriptional activity inhibition; A673 NR0B1-luciferase reporter, viability-normalised; inhibition, % at 12.6 µM; 350,000 compounds, 0.67% hits; AID 651661;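 active means mean inhibition of at least 50% after viability correction, with every replicate also passing that limit; inconclusive means mean reaches 50% but only one of two replicates passes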;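 further: firefly luciferase signal divided by Alamar Blue viability fluorescence both relative to DMSO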
PAX8 inh HTS: lowers PAX8-driven luciferase in RMG-I cells; RMG-I TPO-luciferase reporter, SteadyGlo, 24 h; inhibition, % at 12.6 µM; 360,000 compounds, 1.2% hits;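 active means mean replicate inhibition at least 60% with every replicate also reaching 60%; inconclusive means only one of the two criteria is met; inactive means mean below 60% and not all replicates reaching 60%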;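 further: luciferase light reporting Pax8 driven TPO promoter activity; plate controls were median of neutral control wells for no effect and mitoxantrone controls for full effect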
miR122 inh: inhibitors of miR-122 in Huh7 cells | Huh7 miR-122 Renilla luciferase sensor, 48 h; neutral wells = 0, positive control = 100 | activation (reporter increase), % at 12.5 µM | 340,000 compounds, 0.3% hits | AID 602342;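 active means mean replicate activation score at least 90 and every replicate individually at or above 90; inconclusive means only one of the two criteria met; inactive means neither criterion met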;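 further: higher luciferase means less miR-122 activity so hits act as miR-122 inhibitors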
DENV2 CPE: inhibitors of DENV2 cytopathic effect | DENV2-infected cells, cytopathic effect rescue, plate reader | CPE inhibition, % at 9.99 µM | 350,000 compounds, 1.7% hits | AID 651640; in the data active means CPE inhibition above about 20%, passing the limit was not always enough; inconclusive means no clear call, values can overlap the other calls; tested in BHK-21 cells;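 further: 0% = median of neutral control wells and 100% = median of positive control wells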
CFTR F508del cor: correctors of CFTR F508del function in bronchial epithelial cells. CFBE cells, YFP halide quenching; stimulated with forskolin plus potentiator P3; % fluorescence drop versus neutral controls. activity (quench increase), % at 7.58 µM. 350,000 compounds, 0.36% hits;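 active means mean added fluorescence quench of at least 8% versus neutral control, with both replicates also reaching 8%; inconclusive means only one of the mean or replicate conditions met; inactive means mean below 8% and not both replicates reaching 8%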;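 further: cells transiently co-express mutant CFTR-F508del with the halide-sensitive YFP; corrector assay measuring rescue of mutant channel to the surface after 24 h compound exposure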
FN deposition inh: fibronectin deposition inhibition; AH1F fibroblasts, Alexa488-fibronectin deposition fluorescence, overnight; inhibition, % at 12.6 µM; 350,000 compounds, 0.086% hits; AID 743247;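 active means mean inhibition across replicates of 30% or more, regardless of how many single replicates reach that level; inconclusive means mean under 30% yet at least half of replicates reach 30%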;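 further: positive control wells lacked labelled fibronectin entirely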
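Assay system: AH1F fibroblasts / Quantity: 10000 cells per well / Medium: DMEM plus 2% serum, read in PBS / Reagent: labelled fibronectin 24 nM / Dosing: single dose, pinned / Times: 1 h cell attachment, overnight exposure to compound and label / Signal: fluorescence, ex 485 nm, em 525 nm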
GSIS activator: primary screen for activators of insulin secretion dependent on glucose, INS-1E cells, GLuc reporter luminescence; INS-1E GLuc reporter insulin secretion, 2-3 h; activation, % at 16.6 µM; 370,000 compounds, 0.61% hits; AID 743287;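 active means lowest replicate activation of at least 40%, so every replicate reaches that level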;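 further: 0% = median of neutral control wells and 100% = median of IBMX positive control wells; some compounds called inactive have numbers as strong as hits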
The depositor's hits bear a star; ? = inconclusive; . = not tested or not shown; & = joins results of further samples; [ ] = remark or other dose.

SMILES	EWS-Fli block	PAX8 inh HTS	miR122 inh	DENV2 CPE	CFTR F508del cor	FN deposition inh	GSIS activator
CCOP(=O)(OCC)C(NC(=O)c1cc([N+](=O)[O-])cc([N+](=O)[O-])c1)C(F)(F)F (configuration not stated)	4	-9	-4	1	1.1	8	-15
CCc1ccc(N(CC(=O)NC(C)(C)C)C(=O)CNC(=O)c2cccs2)cc1	2	2	.	?	-2.4	0	-2
O=C(CNC(=O)c1ccccc1Br)NCCSc1ccc(Br)cc1	-2	0	-1	2	-3.1	-6	-19
COc1ccccc1NNC(=O)C(O)(c1ccccc1)c1ccccc1	11	1	.	-6	1.7	8	11
O=C(Nc1cccc(S(=O)(=O)N2CCOCC2)c1)c1cn(-c2ccccc2)nc1-c1ccccc1	-5	18	30	0	-0.6	.	-9
COc1ccccc1NC(=S)NCCC(c1ccccc1)c1ccccc1	8	7	.	-1	-1.0	1	3
CCOCCn1c(N2CCCC2)nc2c1c(=O)n(C)c(=O)n2C	-1	-2	.	1	0.0	-5	6
C[C@@H]1CN([C@H](C)CO)C(=O)Cc2cc(NS(=O)(=O)c3cn(C)cn3)ccc2O[C@H]1CN(C)Cc1ccc(C(=O)O)cc1	-4	-9	7[16.7 µM]	-5	-2.9	.	12
CSCCC(=O)N(C)CC1CCN(CCc2cccc(C(F)(F)F)c2)CC1	0	9	2	3	0.4	0	.
CCOc1ccc(NC(=O)CN(C)C(=O)CSCc2c(C)noc2C)cc1OCC	5	.	-6	-4	2.8	-8	-6
O=C(NCCCCCCNC(=O)c1ccncc1)c1ccncc1	6	13	-1	-1	-1.1	-4	-7
CS(=O)(=O)N(CC(=O)O)c1ccc(C23CC4CC(CC(C4)C2)C3)cc1	4	28	2	15	1.1	2	.
CCn1cc(CN2CCc3c([nH]c4ccccc34)C2c2cccc(O)c2)c(C)n1 (configuration not stated)	19	1	.	9	1.5	0	.
C[C@H]1CN([C@@H](C)CO)S(=O)(=O)c2ccc(C#CC3(O)CCCC3)cc2O[C@H]1CN(C)C(=O)c1cccnc1	4	-12	7[16.7 µM]	9	-0.9	.	11
CS(=O)(=O)N1c2ccccc2[C@]2(Br)C[C@H]3C(=O)N[C@@H](Cc4ccccc4)C(=O)N3[C@H]12	7	12	-7	5	0.6	-16	-24

Continued; the last two above are carried over.
SMILES	EWS-Fli block	PAX8 inh HTS	miR122 inh	DENV2 CPE	CFTR F508del cor	FN deposition inh	GSIS activator
C[C@H]1CN([C@@H](C)CO)S(=O)(=O)c2ccc(C#CC3(O)CCCC3)cc2O[C@H]1CN(C)C(=O)c1cccnc1	4	-12	7[16.7 µM]	9	-0.9	.	11
CS(=O)(=O)N1c2ccccc2[C@]2(Br)C[C@H]3C(=O)N[C@@H](Cc4ccccc4)C(=O)N3[C@H]12	7	12	-7	5	0.6	-16	-24
CC(C)c1nnc(NC(=O)CSc2nc3ccccc3s2)s1	.	17	-1	.	.	-3	.
C[C@H](CO)N1C[C@H](C)[C@@H](CN(C)C(=O)NC2CCCCC2)Oc2c(NC(=O)C3CC3)cccc2C1=O	1&-9	-15&6	36[16.7 µM]	-1&0	-3.2&0.7	4	17
COCC#Cc1cnc2c(c1)C(=O)N([C@@H](C)CO)C[C@H](C)[C@H](CN(C)S(=O)(=O)c1cccc(OC)c1)O2	2	-3	-7[16.7 µM]	5	-0.7	.	1
C[C@H](NC(=O)c1ccc(Cl)cc1)C(=O)NNC(=O)c1cccs1	4	4	-7	-4	-2.4	0	0
Cc1ccc(-n2nc3c(=O)n(CCCC(=O)N4CCC(C)CC4)nc(C)c3c2C)cc1	4	57	-6	1	4.7	12	-14
CN1C(=O)c2cc(NC(=O)c3cccs3)ccc2OC[C@@H]2O[C@@H](CC(=O)NCCN3CCCCC3)CC[C@H]21	-1	0	-83[16.7 µM]	41*	-4.5	-13	-3
COc1ccc(S(=O)(=O)N2CCN(Cc3cc(OC)c(OC)cc3OC)CC2)cc1	2	-16	-2	2	-0.4	-1	0
COc1ccc(NC(=O)Nc2cccc3c2O[C@H](CN(C)C(=O)Nc2ccc(OC)cc2)[C@@H](C)CN([C@@H](C)CO)C3=O)cc1	-8	-8	1[16.7 µM]	144*	5.0	.	1
O=C(CSCSCC(=O)Nc1ccc2c(c1)OCO2)Nc1ccc2c(c1)OCO2	.	.	6	-6	.	.	-16
COc1cc2c(cc1OC)C(C(=O)Nc1ccc(F)c(Cl)c1)CC(=O)N2 (configuration not stated)	12	-13	-1	16	4.8	-4	.
CCOC(=O)C1CCN(C(=O)Nc2ccc(OC(F)(F)F)cc2)CC1	-19	-10	-11	-5	0.8	-1	-2
CCOC(=O)C1CCCN(C(=O)c2sc3nc(C)nc(N(CC)CC)c3c2C)C1 (configuration not stated)	.	.	-3	.	.	-10	-14
O=C(C[C@H]1CC[C@H]2[C@@H](COC[C@@H](O)CN2Cc2ccc3c(c2)OCO3)O1)Nc1ccc(-c2ccccc2)cc1	17	87*	-6[16.7 µM]	1	2.5	-15	3
C/C(=N\NC(=O)c1cc(O)ccc1O)c1cccc(NC(=O)c2ccc(Cl)cc2)c1	-29	-74	-1	-2	1.7	.	3
O=C(N/N=C/c1ccccc1OC(=O)c1ccc2c(c1)OCO2)c1ccccc1	-29	2	.	.	0.1	13	10
C[C@@H]1CN([C@@H](C)CO)C(=O)c2cccc(NC(=O)Nc3ccc(C(F)(F)F)cc3)c2O[C@@H]1CN(C)S(=O)(=O)c1cn(C)cn1	1	.	-3[16.7 µM]	-4	-3.0	1	-5
CCOC(=O)c1c(NC(=O)C[n+]2ccccc2)sc2c1CCCC2	12	10	.	-4	1.9	-6	13
C[C@@H]1CN([C@H](C)CO)S(=O)(=O)c2ccc(Br)cc2O[C@H]1CN(C)Cc1cccnc1	5	.	.	15	1.6	3	-1
Cc1nnc(-c2cnn(C)c2N)n1Cc1ccc2c(c1)OCO2	-3	-11	.	3	-0.9	.	-2
C=CCNC(=O)CN(c1ccc(OC)cc1OC)S(C)(=O)=O	.	-9	-3	.	.	-16	.
COc1ccc(CCNC(=O)c2ccccc2C(=O)NCCc2ccc(OC)c(OC)c2)cc1OC	-6	-10	-9	-2	0.9	-4	10
O=C(c1ccc(Cl)cc1)N1CCN(c2ccc(N3CCOCC3)nn2)CC1	11	5	2	-4	2.7	-4	.
CCCn1c(=O)c(C(=O)Nc2cccc(C)n2)c(O)c2ccccc21	-19	-26	.	12	1.7	-4	1
CSc1nc2c(c(=O)[nH]1)C(c1ccc(F)cc1)CC(=O)N2 (configuration not stated)	4	3	.	.	-2.3	5	13
CN(C)C(=O)c1ccc(-c2ccc3c(c2)[C@H]2[C@H](CCN2C(=O)C2CC2)[C@H](CO)N3C)cc1	-3	-1	-20[16.7 µM]	-5	-1.1	1	-9
COc1ccc(NC(=O)N(C)C[C@@H]2OCCCC[C@@H](C)Oc3ccc(NC(=O)CCC(F)(F)F)cc3C(=O)N([C@H](C)CO)C[C@H]2C)cc1	4	4	12[16.7 µM]	7	0.7	.	-13
O=c1cc(N2CCN(c3ccccc3F)CC2)[nH]c(=O)n1-c1ccc(Br)cc1	2	10	6	2	1.7	-6	8
O=C(CCNS(=O)(=O)c1ccccc1C(F)(F)F)NNC(=O)c1csc(N2CCOCC2)n1	-3	1	-4	5	-0.8	5	4
CCN1C(=O)[C@H]2[C@@H](c3ccc(C)cc3)N3C(=O)N(c4ccc(OC)cc4)C(=O)[C@@]3(C)[C@H]2C1=O	2	-20	-6	2	-1.5	2	1
CCOc1ccc(NC(=O)CN(C)C(=O)Cc2n[nH]c(=O)c3ccccc23)cc1OCC	6	16	.	-4	-1.0	0	16
CCOC(=O)C1CCN(C(=O)CCc2c(C)nc3c(-c4ccc(F)cc4)c(C)nn3c2C)CC1	9	1	-1	0	1.3	-16	-1
OC(c1ccc(Cl)c(F)c1)c1ncc(-c2ccc(Cl)cc2)[nH]1 (configuration not stated)	-11	-5	4	3	4.3	5	-9
COc1ccc(Nc2ncnc3sccc23)cc1OC	-13	-16	-4	-4	-1.9	6	6
Cc1c(OCC(=O)NCC(O)c2ccccc2)ccc2c3c(c(=O)oc12)CCCC3 (configuration not stated)	11	14	-7	-2	-1.0	-1	.
Cc1ccc(Cl)cc1N1CCN(C(=O)CCS(=O)(=O)c2ccc3c(c2)NC(=O)CO3)CC1	13	34	-9	-3	-6.2	4	-3
S=C(c1ccccc1)N1CCN(C(=S)c2ccccc2)CC1	.	-1	.	.	.	8	0
C=CCN1C(=O)[C@@]2(O[C@@H](CCO)[C@H]([Si](C)(C)c3ccc(OC)cc3)[C@H]2C)c2cc(N3CCOC3=O)ccc21	10	15	.	-1	3.9	.	.
CO[C@@H]1CN(C)C(=O)c2ccc(NC(C)=O)cc2OC[C@@H](C)N(C(=O)Cc2cccnc2)C[C@H]1C	14	-23	.	?	-1.1	-4	2
CCOC(=O)C(Cc1ccc(NC(=O)/C(=C/c2ccc(OC(C)=O)cc2)NC(C)=O)cc1)N1C(=O)c2ccccc2C1=O (configuration not stated)	.	6	11	.	.	-2	-31
O=C(OC1CCCC1)c1ccc(Cl)cc1Cl	-4	1	-3	?	0.2	12	7
NNC(=O)CCCCCCCCCCOCCCCO	16	-12	.	-6	-5.3	9	.
COc1ccccc1NC(=O)N[C@@H]1CC[C@H](CCNS(=O)(=O)c2ccc(Cl)cc2)O[C@H]1CO	9	5	.	-1	1.8	1	3
CCN(CC)CCC=C(c1cccs1)c1cccs1	-5	-7	-5	7	4.1	2	-8

Some of these compounds in order of number of heavy atoms, ascending:
SMILES	EWS-Fli block	PAX8 inh HTS	miR122 inh	DENV2 CPE	CFTR F508del cor	FN deposition inh	GSIS activator
O=C(OC1CCCC1)c1ccc(Cl)cc1Cl	-4	1	-3	?	0.2	12	7
CCN(CC)CCC=C(c1cccs1)c1cccs1	-5	-7	-5	7	4.1	2	-8
COc1ccc(Nc2ncnc3sccc23)cc1OC	-13	-16	-4	-4	-1.9	6	6
OC(c1ccc(Cl)c(F)c1)c1ncc(-c2ccc(Cl)cc2)[nH]1 (configuration not stated)	-11	-5	4	3	4.3	5	-9
Cc1c(OCC(=O)NCC(O)c2ccccc2)ccc2c3c(c(=O)oc12)CCCC3 (configuration not stated)	11	14	-7	-2	-1.0	-1	.
Cc1ccc(Cl)cc1N1CCN(C(=O)CCS(=O)(=O)c2ccc3c(c2)NC(=O)CO3)CC1	13	34	-9	-3	-6.2	4	-3
COc1ccccc1NC(=O)N[C@@H]1CC[C@H](CCNS(=O)(=O)c2ccc(Cl)cc2)O[C@H]1CO	9	5	.	-1	1.8	1	3
CCOC(=O)C1CCN(C(=O)CCc2c(C)nc3c(-c4ccc(F)cc4)c(C)nn3c2C)CC1	9	1	-1	0	1.3	-16	-1
CO[C@@H]1CN(C)C(=O)c2ccc(NC(C)=O)cc2OC[C@@H](C)N(C(=O)Cc2cccnc2)C[C@H]1C	14	-23	.	?	-1.1	-4	2
C=CCN1C(=O)[C@@]2(O[C@@H](CCO)[C@H]([Si](C)(C)c3ccc(OC)cc3)[C@H]2C)c2cc(N3CCOC3=O)ccc21	10	15	.	-1	3.9	.	.
CCOC(=O)C(Cc1ccc(NC(=O)/C(=C/c2ccc(OC(C)=O)cc2)NC(C)=O)cc1)N1C(=O)c2ccccc2C1=O (configuration not stated)	.	6	11	.	.	-2	-31
